Screening results from PubChem.
PPARg SRC-1 ag: agonists of human PPARgamma SRC-1 coactivator recruitment | activation, % at 8 µM | actives 0.41% (n = 200,000) | P37231 | PPARgamma-SRC-1 coactivator recruitment biochemical assay; in the data active means activation above about 19%;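 further: 0% = DMSO and 100% = reference agonist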
RAM network inh: yeast RAM network inhibition; S. cerevisiae dse1pr::URA3 reporter, 5-FOA growth OD615, 2 d; analog-sensitive cbk1-as2 kinase mutant strain; inhibition, % at 50 µM; actives 1.8% (n = 190,000);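 active means inhibition above a set limit, 3 SD over mean compound inhibition, cut at about 8.4% in these data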;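 further: 0% = DMSO-only wells with no growth and 100% = 10 µM 1-NA-PP1 full growth; inhibition rescues growth on 5-FOA so higher OD means more RAM inhibition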
ROMK primary: modulates human ROMK potassium channel activity | B-score at 10 µM | P48048 | Tet-inducible ROMK, thallium flux fluorescence; actives lie on both sides | actives 2% (n = 130,000) | AID 1918;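 active means signal ratio slope over the read window, or its plate-corrected B-score, at least 3 SD from the plate mean, either direction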;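 further: B-score of the F/F0 ratio slope over 7 to 12 s after thallium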
TR-FRET SRC-2 ct: TR-FRET artefact, counter-screen to PPARgamma/SRC-2 agonist assay; active compounds read high; TR-FRET ratio at 8 µM; actives 0.4% (n = 200,000); AID 1049; in the data active means TR-FRET ratio above about 2000; further: inactives centre near 1500
STAT3 blocker: STAT3 signaling inhibition; U3A cells, IL-6 STAT3-luciferase reporter, luminescence; host cell line lacks STAT1; inhibition, % at 5.5 µM; actives 0.89% (n = 190,000); AID 862;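 active means inhibition above the mean inhibition across all screened compounds plus 3 SD, cut at about 44% in these data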;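 further: 0% = DMSO only wells and 100% = 100 µM nifuroxazide control wells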
PPARg SRC2 recr: agonists of SRC-2 recruitment by human PPARgamma | PPARgamma LBD-SRC-2 recruitment, biochemical | activation, % at 8 µM | actives 0.34% (n = 200,000); in the data active means activation above about 22%;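 further: 0% = vehicle and 100% = reference agonist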
PPARg SRC3 recr: PPARgamma-driven SRC-3 recruitment agonism. AID 731. actives 0.26% (n = 200,000). activation, % at 8 µM. biochemical PPARgamma/SRC-3 coactivator recruitment assay; in the data active means activation above about 23%;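 further: 0% = DMSO and 100% = reference agonist; some compounds past the cut are filed as inactive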
S1P3 antagonist: blocks the human S1P3 receptor; Q99500; CHO S1P3 NFAT-BLA reporter, FRET fluorescence, antagonist mode; inhibition, % at 4.98 µM; actives 0.27% (n = 170,000); AID 485;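 active means inhibition above the plate cutoff, the mean inhibition of test wells on that plate plus 3 SD, cut at about 28% in these data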;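 further: cells challenged with S1P at its EC80 of 0.8 µM; blue over green emission ratio from cleaved BLA substrate after 4 h stimulation; 0% = S1P-stimulated wells and 100% = unstimulated DMSO-only wells; some compounds past the cut are filed as inactive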
TLR4-MyD88 BLA: TLR4-MyD88 interaction inhibition in cells; O00206+Q99836; HeLa CL3-4 TLR4/MyD88 BLA complementation, FRET ratio; inhibition, % at 8.4 µM; actives 0.18% (n = 200,000); in the data active means inhibition above about 25%;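 further: 0% = vehicle and 100% = reference inhibitor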
Target sequence (O00206 whole entry, looked up): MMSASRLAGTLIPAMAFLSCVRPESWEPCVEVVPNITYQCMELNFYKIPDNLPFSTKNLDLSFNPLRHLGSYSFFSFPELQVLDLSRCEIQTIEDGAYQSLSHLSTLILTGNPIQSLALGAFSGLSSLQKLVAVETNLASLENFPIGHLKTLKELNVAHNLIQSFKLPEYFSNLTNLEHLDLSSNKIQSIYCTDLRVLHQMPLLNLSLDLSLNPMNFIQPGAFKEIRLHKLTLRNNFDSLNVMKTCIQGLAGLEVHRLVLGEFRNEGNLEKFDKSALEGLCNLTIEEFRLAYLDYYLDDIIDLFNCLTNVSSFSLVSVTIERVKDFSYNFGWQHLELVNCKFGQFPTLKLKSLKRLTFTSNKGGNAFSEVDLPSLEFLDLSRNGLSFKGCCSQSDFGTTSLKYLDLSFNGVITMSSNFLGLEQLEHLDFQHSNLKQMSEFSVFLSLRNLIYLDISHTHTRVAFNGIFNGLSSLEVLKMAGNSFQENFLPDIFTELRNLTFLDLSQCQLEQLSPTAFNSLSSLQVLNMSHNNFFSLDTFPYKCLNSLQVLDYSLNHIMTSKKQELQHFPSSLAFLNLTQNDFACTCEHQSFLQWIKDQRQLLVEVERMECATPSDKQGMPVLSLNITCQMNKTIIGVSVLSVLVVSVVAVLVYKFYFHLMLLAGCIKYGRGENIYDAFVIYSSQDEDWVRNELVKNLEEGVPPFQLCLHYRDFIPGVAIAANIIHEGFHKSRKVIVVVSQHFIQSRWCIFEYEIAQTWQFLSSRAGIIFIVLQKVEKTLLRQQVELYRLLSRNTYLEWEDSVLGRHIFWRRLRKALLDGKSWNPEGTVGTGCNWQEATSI
Target sequence (Q99836 whole entry, looked up): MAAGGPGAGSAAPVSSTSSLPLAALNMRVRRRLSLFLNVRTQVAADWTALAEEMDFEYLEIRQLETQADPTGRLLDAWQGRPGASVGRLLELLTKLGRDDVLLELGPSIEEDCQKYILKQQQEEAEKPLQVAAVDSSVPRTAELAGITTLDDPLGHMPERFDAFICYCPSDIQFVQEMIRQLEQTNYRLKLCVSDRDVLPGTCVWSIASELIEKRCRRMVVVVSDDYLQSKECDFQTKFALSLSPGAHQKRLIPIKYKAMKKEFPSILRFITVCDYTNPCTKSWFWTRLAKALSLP
STAT1 blocker: reduces IFN-gamma driven STAT1 reporter signal. NIH 3T3 STAT1-luciferase reporter, luminescence. actives 0.35% (n = 200,000). inhibition, % at 5.5 µM;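 active means inhibition above a set limit, the mean inhibition across all tested compounds plus 3 SD, cut at about 34% in these data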;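 further: 0% = IFN-gamma with DMSO and 100% = IFN-gamma with 300 µM nifuroxazide; values of inactives mirror those of a sister screen read the other way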
STAT3 act: STAT3 signaling activation; U3A cells, IL-6 STAT3-luciferase reporter, luminescence; 100% = signal with IL-6 EC80 alone; activation (% of control), % at 5.6 µM; actives 0.91% (n = 190,000);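 active means activation above the screen-wide mean of compound activation plus 3 SD, cut at about 130% in these data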;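 further: 0% = background luminescence of wells with medium and substrate only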
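Test system: Human STAT1-deficient U3A cells with stable STAT3-luciferase reporter | Also added: Interleukin-6, 33 ng/mL | Timing: Compound pre-incubation 1 h before IL-6, then 6 h stimulation at 37 °C | Technique: Luciferase reporter luminescence | Read-out: Percent of IL-6-only median luminescence | Benchmarks: IL-6-only wells as 100% reference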
* = called active by the depositor; nt = no result given.

SMILES	PPARg SRC-1 ag	RAM network inh	ROMK primary	TR-FRET SRC-2 ct	STAT3 blocker	PPARg SRC2 recr	PPARg SRC3 recr	S1P3 antagonist	TLR4-MyD88 BLA	STAT1 blocker	STAT3 act
O=C(O)C1C2CCCCC2=C2CCCCC2C1C(=O)O (stereo unspecified)	2	2.0	nt	1434	1	0	7	12	5	5	104
C/C(=N\Nc1nc2ccccc2[nH]1)c1ccc(Cl)s1	9	0.5	nt	1610	2	11	5	16	-2	-6	103
COc1ccc(C2=C(C=C(C#N)C#N)C(c3ccccc3C)c3ccccc3O2)cc1OC (stereo unspecified)	3	8.1	-0.2	1701	0	7	2	1	-8	-6	104
CCC(C)C(NC(=O)OCc1ccccc1)C(=O)OCN1C(=O)c2ccccc2C1=O (stereo unspecified)	-3	3.2	nt	1574	4	3	3	nt	-9	13	100
CCC[C@@H](NS(=O)(=O)c1ccc(C)cc1)C(=O)Oc1ccc2c3c(c(=O)oc2c1)CCC3	10	5.4	nt	1496	-9	2	2	4	2	-2	103
CCOC(=O)C1C(=O)CC(O)(c2ccccc2)CC1c1ccccc1 (stereo unspecified)	-8	1.6	0.36	1213	5	-1	-4	-13	-10	1	99
O=C(c1ccc(S(=O)(=O)N2CCc3ccccc3C2)cc1)N1CCCCC1	6	2.6	0.18	1588	9	-2	2	-14	-4	16	93
COc1ccc(S(=O)(=O)N2CCOCC2)cc1NC(=O)[C@@H]1CCCN1C(=O)c1cccs1	9	0.9	-0.4	1629	-2	1	8	3	-9	1	103
COc1ccc(NS(=O)(=O)c2cccc(NC(=O)c3ccc(Cl)nc3)c2)cc1	0	7.2	-0.46	1685	86*	9	6	33*	6	30	25
Cc1ccc(S(=O)(=O)N2CCCCC2)cc1NC(=O)C1CCCO1 (stereo unspecified)	9	-0.1	-0.45	1625	0	-4	1	-11	-11	0	102
CN(N=Nc1cccc([N+](=O)[O-])c1)c1cccc([N+](=O)[O-])c1	-3	5.0	0.26	1597	19	2	6	1	1	-21	92
Cn1ncc(Cl)c1C(=O)Nc1nc2ccc(Cl)cc2s1	6	4.3	0.63	1418	-19	-2	-2	2	-3	-56	121
CC(=O)NC1(C(F)(F)F)C(=O)Nc2c1c(=O)[nH]c(=O)n2CC(C)C (stereo unspecified)	0	1.4	-0.71	1525	8	-6	2	7	2	0	99
Nc1cc(=O)[nH]c(SCC(=O)N2CCCCC2)n1	-4	2.7	-0.025	1421	9	5	0	-15	-2	0	96
CCN(CC)C(=O)C1CCCN(C(=S)Nc2cccc3ccccc23)C1 (stereo unspecified)	-2	0.8	0.21	1520	-12	14	7	-7	0	10	107
Cc1nc2ccccc2c(=O)n1/N=C/c1ccccn1	1	0.8	nt	1410	10	2	-2	18	4	-25	96
COc1ccc(-n2c(O)c(/C=N/NS(=O)(=O)c3cccc([N+](=O)[O-])c3)c3ccccc3c2=O)cc1OC	22*	5.4	0.61	1428	1	-5	6	15	15	-4	106
c1cncc(CNc2c3c(nc4nnnn24)CCCC3)c1	-3	0.4	nt	1605	-4	2	-1	nt	3	-8	109
CCOC(=O)c1nnn(-c2nonc2N)c1CSc1ccc(C)cc1	5	1.5	-0.64	1447	3	7	12	36	4	7	98
COc1ccc(C(=O)CSc2nc(N)nc(SC)c2C#N)cc1	8	3.1	0.8	1875	9	15	12	nt	12	-7	97
Cn1c(=O)c2c(nc(Br)n2Cc2ccccc2Cl)n(C)c1=O	12	1.6	nt	1455	15	6	5	2	14	5	93
CN(C)CCCOC(=O)c1ccc(Cl)cc1Cl	10	1.3	-0.85	1635	1	-1	-3	nt	2	-3	99
O=C(c1ccco1)N1C(=O)c2cccc3c(S(=O)(=O)N4CCCC4)ccc1c23	4	3.7	nt	1545	-9	2	-8	5	4	-1	107
O=C(Nc1nc2c(s1)CCc1ccccc1-2)c1cccs1	-1	2.5	0.4	1397	-22	8	-4	nt	8	-10	121
O=C(NCCc1c[nH]c2ccccc12)c1c(Cl)nc2sccn12	4	3.7	-0.39	1819	4	2	-2	nt	1	-14	99

Further entries
SMILES	PPARg SRC-1 ag	RAM network inh	ROMK primary	TR-FRET SRC-2 ct	STAT3 blocker	PPARg SRC2 recr	PPARg SRC3 recr	S1P3 antagonist	TLR4-MyD88 BLA	STAT1 blocker	STAT3 act
Cc1sc2ncnc(NCCCN3CCCC3=O)c2c1C	6	2.4	-0.34	1574	2	1	3	4	-2	13	100
COc1ccc(N2C(C)=CS/C2=C(/C#N)c2nnc(N3CCOCC3)n2-c2ccccc2)cc1	8	1.2	-0.072	1757	14	4	-1	14	-3	3	93
COc1cccc(NC(=S)NCc2ccccn2)c1	2	2.6	-0.064	1689	-3	9	-1	-16	5	-24	106
COc1ccc(S(=O)(=O)NC2CCCCC2)c(C)c1C	-1	0.0	-1.8	1518	7	-8	-2	0	-3	4	96
Cc1ccc2cc(CN(CCCN(C)C)C(=S)NCc3ccccc3)c(=O)[nH]c2c1C	2	-1.2	-2.7	1512	1	1	3	15	-5	1	101
Cc1ccc2ccccc2[n+]1CCCS(=O)(=O)[O-]	3	1.5	0.17	1486	-4	6	2	nt	-19	5	105
COc1ccccc1NC(=O)c1ccc(NC(=O)CN2C(=O)CN(C)C2=O)cc1	-3	1.5	0.27	1403	1	0	0	-2	-21	1	102
CCC(=O)N1CCN(c2ccccc2NC(=O)COc2cc(C)ccc2C(C)C)CC1	-2	7.0	-3.5*	1355	-12	11	8	12	0	1	113
CCOC(=O)c1[nH]c2ccc(OC)cc2c1NC(=S)N1CCN(c2ccccn2)CC1	10	0.8	0.32	1728	-3	12	6	-20	4	5	107
O=C(OCc1ccc(Cl)cc1Cl)c1cccnc1Cl	2	7.0	nt	1642	7	11	4	nt	-6	-16	98
CC(C)CCOc1ccc(C(=O)NCCC(=O)N2CCOCC2)cc1	3	0.0	-0.51	1637	-6	11	-16	nt	8	-8	108
CCOC(=O)C(CC)/C(C)=N\NC(=O)c1cccc(C)c1 (stereo unspecified)	2	-0.3	-0.16	1637	9	5	1	-6	-15	3	98
Cc1ccc(C)n1-c1c(C(=O)NN)cnn1-c1ccccc1	0	0.5	-0.0044	1661	-3	1	-1	-2	8	-8	109
CSc1ccc(C(=O)C2CCCN(C(=O)c3cccc(N4CCOCC4)c3)C2)cc1 (stereo unspecified)	6	1.9	-0.67	1552	-2	3	7	11	13	-2	105
Clc1cc(Cl)c(OCc2nc(-c3ccccn3)no2)cc1Cl	-3	11*	0.094	1443	14	3	-9	-3	15	-35	91
CCCCOc1ccc(C(=O)N/C(=C/C=C/c2ccccc2)C(=O)O)cc1	7	4.5	0.44	1532	0	0	30*	-3	3	-8	101
COCCCN(C(=O)c1ccco1)c1nc(-c2cc(OC)ccc2OC)cs1	-1	6.0	nt	1412	15	2	-2	24	-3	2	91
CC(C)C(=O)Nc1cccc(C(=O)OCC(=O)c2ccc(Cl)cc2Cl)c1	0	0.9	0.34	1467	-3	3	-9	nt	11	2	101
O=C(O)CC12CC3CC(C1)CC(n1cncn1)(C3)C2	3	2.1	-0.69	1547	16	4	2	0	-3	1	93
O=C(O)CCC(=O)Nc1nc(-c2ccccc2)cs1	0	0.8	nt	1532	2	5	11	-48	16	-1	102
CSc1nc(-c2ccc(Cl)cc2)nn1S(=O)(=O)c1ccc(Cl)cc1	6	0.1	-0.38	1427	-2	-2	2	nt	-5	-7	103
Cc1cc(NC(=O)CSc2ncccc2C(=O)O)no1	6	2.0	0.19	1654	6	0	3	-3	-3	-1	100
O=C(Oc1cccc(-n2cnnn2)c1)c1ccccc1Cl	7	3.4	-1.2	1461	18	8	9	-17	-10	14	86
S=c1[nH]nc(-c2ccccc2)n1C1C=CCCC1 (stereo unspecified)	5	4.7	nt	1669	13	3	-4	12	3	-6	94
COC(=O)c1cc(=O)n(Cc2cccs2)c(=NCc2cccs2)s1	12	4.0	nt	1397	0	-4	-1	nt	2	11	104

Four neighbouring entries out of the list so far:
SMILES	PPARg SRC-1 ag	RAM network inh	ROMK primary	TR-FRET SRC-2 ct	STAT3 blocker	PPARg SRC2 recr	PPARg SRC3 recr	S1P3 antagonist	TLR4-MyD88 BLA	STAT1 blocker	STAT3 act
O=C(O)C1C2CCCCC2=C2CCCCC2C1C(=O)O (stereo unspecified)	2	2.0	nt	1434	1	0	7	12	5	5	104
C/C(=N\Nc1nc2ccccc2[nH]1)c1ccc(Cl)s1	9	0.5	nt	1610	2	11	5	16	-2	-6	103
COc1ccc(C2=C(C=C(C#N)C#N)C(c3ccccc3C)c3ccccc3O2)cc1OC (stereo unspecified)	3	8.1	-0.2	1701	0	7	2	1	-8	-6	104
CCC(C)C(NC(=O)OCc1ccccc1)C(=O)OCN1C(=O)c2ccccc2C1=O (stereo unspecified)	-3	3.2	nt	1574	4	3	3	nt	-9	13	100

The listing continues.
SMILES	PPARg SRC-1 ag	RAM network inh	ROMK primary	TR-FRET SRC-2 ct	STAT3 blocker	PPARg SRC2 recr	PPARg SRC3 recr	S1P3 antagonist	TLR4-MyD88 BLA	STAT1 blocker	STAT3 act
C=CCOc1ccccc1C1NC(=O)NC(C)=C1C(=O)NCc1ccccc1 (stereo unspecified)	6	0.0	nt	1484	-11	3	4	nt	2	-2	110
CNC(=O)CC1C(=O)N(Cc2ccccc2)C(=S)N1NC(=O)c1cccc(F)c1 (stereo unspecified)	-4	0.7	0.68	1465	-3	-6	-4	9	-8	-2	104
CN1CCN(C(=O)CN(c2cccc(Cl)c2)S(=O)(=O)c2ccccc2)CC1	5	0.6	0.0079	1383	-9	5	2	-12	-4	2	108
COCCSc1nc(N)c(NC(=O)c2ccc(OC)cc2)c(=O)[nH]1	8	0.4	0.55	1644	14	6	2	-13	4	-2	93
CCC(=O)Nc1ccccc1C(=O)NC1CCCCC1	5	-0.8	nt	1436	-8	2	-2	nt	-1	1	108
COc1ccc(COc2cc(-c3cccc(OC)c3)nc3ccc(NC(C)=O)cc23)cc1	7	0.7	0.043	1604	-4	13	4	-13	-9	-5	101
CC(C)CNC(=O)NC1C(NC(=O)NCC(C)C)N(C)C(=O)N1C (stereo unspecified)	8	0.8	nt	1292	2	-13	-5	8	11	9	103
O=C(N/C(=C/c1ccc(Br)cc1)C(=O)N1CCCC1=O)c1ccco1	0	1.1	0.46	1531	2	0	3	-3	1	8	105
CCOC(=O)C1=C(O)/C(=C\c2cc(C)n(-c3ccc(F)cc3)c2C)N=C1C	9	2.5	1.8	1694	11	17	5	-5	4	-6	96
COc1ccc(-c2ccc(-c3noc(C)n3)c(OC)n2)cc1	3	3.8	nt	1464	-10	-8	-4	-28	-4	-30	113
CCOC(=O)C(NC(=O)Nc1cccc(C)n1)(OCC(F)(F)F)C(F)(F)F (stereo unspecified)	12	0.6	0.54	1646	-4	-4	1	-14	2	-1	106
O=C(Cc1ccccc1[N+](=O)[O-])NCc1ccc(Cl)cc1Cl	4	3.0	nt	1552	-10	12	6	-16	-4	-34	105
Oc1ccccc1CNc1cccc2cccnc12	10	-0.9	0.075	1719	2	7	4	-13	-8	-15	103
COc1ccccc1OCc1nc(C#N)c(N2CCCC2)o1	2	1.5	0.16	1517	4	2	4	4	-1	-15	103
